# Screens as filed in PubChem.
# HEK293 tox = HEK 293 cell cytotoxicity | HEK 293 viability, ATP luminescence (CellTiter-Glo), 48-72 h | Potency, µM (series often up to 115 µM), without a hit: at the highest dose activity change, negative = cytotoxicity, actives largely listed as inhibitors | actives 6.6% (n = 94,000) | AID 1345083; further: potency means the concentration at half of the fitted maximal effect; nearly all actives have a fitted effect of over 60% in size
#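 qHTS cytotoxicity; HEK 293, 250 cells/well; compound pinned; 48 or 72 hr, 37 degree Celsius, 5% CO2, 95% humidity; CellTiter-Glo, 10 min RT; luminescence (ATP).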
# IP6K1 inh = blocks human inositol hexakisphosphate kinase 1. Q92551. IP6K1 kinase, ADP-Glo luminescence, 2 h; active compounds read low. activity change, % (series mostly up to about 58 µM). actives 0.81% (n = 140,000). AID 1645851; in the data active means activity change below about -25%
# Target sequence (Q92551 whole entry, looked up): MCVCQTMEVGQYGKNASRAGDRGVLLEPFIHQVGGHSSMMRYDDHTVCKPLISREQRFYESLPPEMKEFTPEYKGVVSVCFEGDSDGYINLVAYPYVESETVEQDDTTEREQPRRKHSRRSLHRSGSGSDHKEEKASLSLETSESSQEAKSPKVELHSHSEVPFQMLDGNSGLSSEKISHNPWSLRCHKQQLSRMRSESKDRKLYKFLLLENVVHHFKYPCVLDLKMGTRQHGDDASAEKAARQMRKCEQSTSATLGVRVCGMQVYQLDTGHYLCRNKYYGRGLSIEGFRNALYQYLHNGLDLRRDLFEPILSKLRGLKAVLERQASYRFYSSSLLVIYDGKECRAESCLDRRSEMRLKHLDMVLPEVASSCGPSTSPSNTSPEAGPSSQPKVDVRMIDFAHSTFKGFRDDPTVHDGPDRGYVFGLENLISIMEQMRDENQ
#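 ADP-Glo luminescence measures ADP made by human IP6K1 during a 2 h RT reaction with ATP/IP6 (mix at 1.3 mM/130 uM); top library doses 57.5 and 19.1 uM final.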
# NIH3T3 tox = cytotoxic compounds in NIH 3T3 cells. AID 1345082. NIH 3T3 viability, CellTiter-Glo ATP luminescence, 48-72 h. actives 4.3% (n = 94,000). Potency, µM (titrated, usually from 96.7 µM), for the others: at the top dose activity change, negative = cytotoxicity, hits mostly inhibitors; further: potency means the concentration at half of the fitted maximal effect; nearly all actives have a fitted effect of over 55% in size
#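 Viability of NIH 3T3 cells after 48 or 72 hr compound treatment at 37 °C was assessed by CellTiter-Glo, with luminescence imaged following a 10 min room-temperature step.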
# GPT2 inh = inhibitors of human GPT2 alanine aminotransferase. Q8TD30. Recombinant GPT2, coupled pyruvate oxidase/HRP Amplex Red fluorescence. Potency, µM (doses to about 57.7 µM), without a hit: top-dose activity change, negative = inhibition, usual class: inhibitors. actives 0.25% (n = 100,000). AID 1671188; further: potency means the concentration at half of the fitted maximal effect; nearly all actives have a fitted effect of over 60% in size; many of its hits are not listed in these tables
# Target sequence (Q8TD30 whole entry, looked up): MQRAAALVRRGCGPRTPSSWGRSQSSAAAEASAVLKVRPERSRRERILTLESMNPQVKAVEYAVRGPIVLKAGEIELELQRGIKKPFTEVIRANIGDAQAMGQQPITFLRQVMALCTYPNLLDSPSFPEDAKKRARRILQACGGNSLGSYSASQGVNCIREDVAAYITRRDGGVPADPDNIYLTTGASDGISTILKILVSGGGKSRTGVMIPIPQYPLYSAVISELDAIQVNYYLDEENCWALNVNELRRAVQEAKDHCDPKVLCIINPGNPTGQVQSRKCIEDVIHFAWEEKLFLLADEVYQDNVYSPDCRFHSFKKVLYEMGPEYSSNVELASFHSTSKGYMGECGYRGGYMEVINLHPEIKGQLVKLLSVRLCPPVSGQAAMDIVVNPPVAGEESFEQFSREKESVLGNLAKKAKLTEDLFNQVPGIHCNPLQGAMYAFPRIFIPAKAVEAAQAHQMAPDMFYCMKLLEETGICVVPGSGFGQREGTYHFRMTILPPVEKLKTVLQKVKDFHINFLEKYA
#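 Fluorescence read-out: pyruvate from GPT2 turnover coupled to pyruvate oxidase, HRP and Amplex Red (0.2mM ThPP, 0.2U/mL PO and HRP, 50uM Amplex final). Substrates 250uM a-KG, 2mM L-alanine; enzyme 10ng/uL; 30 min RT.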
# Luciferase inh = Photinus pyralis luciferase inhibition. P08659. purified P. pyralis luciferase, luminescence, biochemical. Potency, µM (top dose mostly 115 µM), inactives show at the highest dose activity change, negative = inhibition, actives largely listed as inhibitors. actives 2.5% (n = 76,000); further: potency means the concentration at half of the fitted maximal effect; nearly all actives have a fitted effect of over 65% in size
#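 FLuc 10nM, D-luciferin 10uM, ATP 10uM, Mg acetate 10mM, Tris acetate pH 7.5, Tween/BSA; cpd qHTS; enzyme added last; CCD luminescence.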
# SNCA expr inh = reduces expression of the alpha-synuclein gene; HEK-293 SNCA-luciferase knock-in, luminescence, 24 h; Potency, µM (titrated, usually from 57.2 µM), inactives show top-dose activity change, negative = inhibition, usual class: inhibitors; actives 0.17% (n = 140,000);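 further: potency means the concentration at half of the fitted maximal effect; plate controls were DMSO cells for no effect and cell-free wells for full effect; nearly all actives have a fitted effect of over 45% in size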
# SNCA viab count = counter-screen for SNCA expression inhibitors: cell viability | HEK-293-SNCA-luc viability, GF-AFC fluorescence, 24 h | Potency, µM (series often up to 57.1 µM), for the others: at the highest dose activity change, negative = cytotoxicity, actives largely listed as cytotoxic | actives 0.12% (n = 150,000) | AID 1671193;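 further: potency means the concentration at half of the fitted maximal effect; 0% = DMSO-treated cells and -100% = medium-only wells without cells; nearly all actives have a fitted effect of over 30% in size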
#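 Cytotoxicity counterscreen: after 24 h compound treatment of genome-edited SNCA-luciferase HEK-293 cells, live-cell protease substrate GF-AFC read by fluorescence after 30 min; activity scaled between DMSO (0%) and medium-only (-100%), curves Hill-fitted.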
# * = called active by the depositor; i = inactive; ? = inconclusive; / = not tested or not shown; [ ] = dose if it differs, or a comment. Unless noted, the call rests on the fitted dose curve; in most records, active means well fitted curve in the direction sought with a large enough effect; inconclusive means small, poorly fitted or top-dose-only effect, or another doubt; inactive means no such curve, though single readings can be large; an effect the other way counts as inactive or inconclusive. Unless noted, on the % scale 0 is the no-effect control and ±100 the full control effect.
# Value order: HEK293 tox, IP6K1 inh, NIH3T3 tox, GPT2 inh, Luciferase inh, SNCA expr inh, SNCA viab count
1: CN1CCN(C(=O)N2CCC(c3nccn3CC3CC3)CC2)CC1
→ 2.0%, 13.3, -5.3%, -14.0%, 8.0%, -22.0%, -1.8%
2: Cc1ccccc1-c1nc(SCC(=O)N(C)c2ccccc2)c2c(=O)n(C)c(=O)n(C)c2n1
→ /, 0.5, /, /, /, 106.0%[activator], -9.6%
3: CCc1ccccc1NC(=O)CN1C(=O)C2CCCN2c2ccc(S(=O)(=O)N(CC)CC)cc21 (configuration not stated)
→ /, 11.4, /, /, /, 22.6%, 7.9%
4: Cc1cc(C)cc(C(=O)NCc2nnc3c(-c4nc(C5CC5)no4)cccn23)c1
→ -29.8%, 0.5, -5.7%, i, 3.6%, -5.8%, -1.3%
5: Cc1cc(C)cc(NC(=O)Cn2c(N3CCCCC3)nc(C)c(C)c2=O)c1
→ -22.6%, 21.2, -0.7%, i, 7.3%, -7.5%, 10.6%
6: CNC(=O)[C@@H]1CN(S(C)(=O)=O)C[C@H]1COC
→ 3.3%, 13.6, -12.5%, i, -4.2%, 6.9%, 3.6%
7: N#Cc1cccc(CN2CCCC2=O)c1
→ 8.2%, 5.8, i, 3.0%, 6.4%, 1.2%, 5.7%
8: O=C(C1CCCN([S+](=O)([O-])c2cccs2)C1)N1CCC(c2nc3ccncc3[nH]2)CC1 (configuration not stated)
→ 3.1%, 3.2, -21.8%, i, /, 4.8%, 9.5%
9: CCn1ccc(C(=O)N2CCC3(CC2)NCCc2c3[nH]c3ccc(OC)cc23)n1
→ -25.1%, -6.3, -5.8%, -8.4%, 3.3%, 4.3%, -13.7%[12.5 µM]
10: Cc1ccc2c(c1)c1c(c(=O)n(-c3ccccc3C)c(=O)n1Cc1cccc(F)c1)n2C
→ /, 0.7, /, /, /, -23.4%, 1.4%
11: COc1ccc(C2NC(=O)N(Cc3nc(C4CCCCC4)no3)C3=C2C(=O)OC3)cc1 (configuration not stated)
→ ?, 8.1, ?, -0.5%, 4.1%, 6.7%, 6.7%
12: Cc1ccc(-c2ccccc2CN2CCN(C(=O)N(C)C)CC2)cc1Cl
→ 31.6µM*, -11.4, ?, 1.3%, /, -6.9%, 6.2%[12.5 µM]
13: CC(=O)N[C@H]1CN(c2cncc(C(=O)N3CCCC3)n2)C[C@@H]1C1CC1
→ i, -9.2, i, i, 7.1%, -13.8%, 1.9%
14: CC(C)(C)C(=O)N1C[C@H]2OC(=O)N(CCc3cccc(Cl)c3)[C@H]2C1
→ -0.8%, -12.5, i, i, -2.1%, ?, 3.3%
15: COc1ccc(CCNC(=O)C(=O)Nc2ccc(C)c(C)c2)cc1OC
→ /, 4.8, /, /, /, 79.6%[activator], -10.2%
16: CC(C)Cc1cc(CNc2nccc(-c3cc(C(=O)O)ccn3)n2)no1
→ -2.9%, 16.6, -1.1%, -12.5%[11.5 µM], ?, 6.8%, 2.4%
17: COc1ccc(C(=O)NC2CCCN(c3nc4ncccc4o3)C2)cc1 (configuration not stated)
→ -5.3%, 22.6, -10.9%, i, -7.5%, 5.8%, 6.6%
18: CCC(CC)c1nn2c(=O)cc(COc3ccc(NC(=O)c4cccc(Cl)c4)cc3)nc2s1
→ /, -13.0, /, /, /, 0.7%, 9.7%
19: CC(C)c1nc2c(c(-c3ccc(Cl)cc3)n1)CN([S+](=O)([O-])c1cccs1)CC2
→ ?, -2.3, -25.2%, -9.8%, -7.0%, 23.6%, -8.1%
20: CCOCc1nc(C2CCCN2S(=O)(=O)c2cccs2)no1 (configuration not stated)
→ -14.7%, -3.4, 1.2%, i, 4.8%, -10.1%, 8.2%
21: N#Cc1ccc(C(=O)N2CCN(S(=O)(=O)c3ccc(F)cc3)[C@@H](C(=O)N[C@H]3CCCNC3=O)C2)cc1
→ -4.8%, -2.7, 3.4%, i, 1.8%, 24.9%, 4.0%
22: Cn1ncc2c(C(=O)N3CCOCC3)cc(-c3ccc(C(F)(F)F)cc3)nc21
→ -23.9%, -8.1, ?, /, /, /, /
23: O=S(=O)(N[C@@H]1CCOC[C@H]1Oc1ccccn1)c1ccc(Cl)s1
→ i, -5.6, -6.4%, -2.0%, 9.9%, -17.7%, -7.7%
24: Cn1c(SCC(=O)Nc2ccccc2)nnc1-c1ccccc1
→ /, -34.3*, /, /, /, 46.5%[activator], -7.5%
25: COc1cc(CNC(=O)c2ccc3c(c2)c(C)c(C)n3Cc2cccc(C)c2)cc(OC)c1OC
→ /, 14.0, /, /, /, -19.8%, 2.4%
26: COc1cccc(NC(=O)[C@@H]2OCC(=O)N(C3CC3)[C@H]2c2ccccc2)c1
→ -6.1%, 18.5, -16.4%, i, /, -8.2%, 9.3%
27: O=C(NCc1cccnc1)[C@@H]1C[C@@H](O)CN1C1CCN(C(=O)CCc2ccccc2)CC1
→ i, 6.5, i, i, 3.1%, 3.1%, -2.4%
28: CCC(=O)N1CCc2cc(CNS(=O)(=O)c3ccc(Cl)s3)ccc21
→ /, 1.0, /, /, /, 71.3%[activator], 4.4%
29: CCCCOc1cccc(C2c3c(oc4ccccc4c3=O)C(=O)N2c2ccccn2)c1 (configuration not stated)
→ /, -2.8, /, /, /, 0.7%, 6.3%
30: O=C(NCC1CCOCC1)c1cnccn1
→ 15.3%, -5.1, i, i, -1.3%, 6.1%, 6.7%
31: Cc1oc(-c2cccc(C(F)(F)F)c2)nc1CN1CCCC(CO)C1 (configuration not stated)
→ ?, 45.3, -26.8%, -4.2%, 8.5%, -0.7%, -3.2%
32: COc1ccc2[nH]c(C(=O)N3C[C@@H](Oc4ccccc4)C[C@H]3C(=O)N3CCOCC3)cc2c1
→ -12.6%, 11.0, 3.0%, -4.5%, -6.1%, -13.7%, 4.4%
33: CCOC1CCN(Cc2ccc(C(=O)Nc3c(C)cccc3C)cc2)CC1
→ -33.2%, -0.5, -29.2%, 3.1%, -6.1%, -14.9%, -1.2%
34: CC[C@H]1CN(C(=O)N2CCOCC2)CC[C@H]1CC(=O)NCCOC
→ 4.2%[172 µM], 5.3, i, -28.0%[88.5 µM], 0.6%[172 µM], 1.8%[87.6 µM], 1.5%[87.6 µM]
35: O=C1CC2(CCN([S+](=O)([O-])c3cccc(C(F)(F)F)c3)CC2)Oc2ccccc2N1c1ccccc1
→ ?, -16.6, ?, 3.1%, 6.8%, ?, ?
36: CO[C@H]1C(=O)N(C(C)C)[C@H]1C1CCN(Cc2cccc(C#N)c2)CC1
→ -11.4%, 4.7, -16.1%, i, -0.1%, 16.1%, 2.1%
37: O=C1C(N2CCN(S(=O)(=O)Cc3cccc(Cl)c3)CC2)CCN1Cc1cccnc1 (configuration not stated)
→ ?, 22.6, -6.3%, i, 2.8%, 4.7%, -4.1%
38: COc1ccc(OC)c(-c2csc(-c3c(N)c(C(=O)c4ccc(Cl)cc4)n4ccccc34)n2)c1
→ /, -2.4, /, /, /, -6.5%, -0.5%
39: N#Cc1cccc(CN2CCOC[C@H](O)C2)c1
→ -0.9%[230 µM], 0.6, -2.8%[230 µM], 3.0%[88.5 µM], -1.3%[230 µM], 8.7%[87.6 µM], 3.0%[87.6 µM]
40: COc1cccc(-c2cc(-c3ccccc3OC)nc3c(C)noc23)c1
→ ?, -22.8, ?, -10.8%[88.5 µM], -25.9%[172 µM], -24.1%[87.6 µM], 11.4%[87.6 µM]
41: CCOc1cc(C(=O)Nc2cccc3cccnc23)cc(OCC)c1OCC
→ /, -2.1, /, /, /, 9.3%, -0.3%
42: CCOc1ccccc1C1NC(=O)N(CC(=O)Nc2cccc(C(F)(F)F)c2)C2=C1C(=O)OC2 (configuration not stated)
→ ?, -8.2, 44.7µM*, i, -29.5%, ?, -12.7%
43: CC(C)c1ccc(NC(=O)c2ccc(=O)n(Cc3ccccc3)c2)cc1
→ /, -28.0*, /, /, /, 5.0%, -22.8%
44: O=C(NCCCc1ccccn1)C1CC(=O)N(C2CC2)C1 (configuration not stated)
→ -9.9%, 0.0, 1.3%, 0.8%, 4.4%, 2.7%, 5.6%
45: O=C(NCCc1ccncc1)c1coc(COc2ccc(F)cc2Cl)n1
→ 31.6µM*, 16.8, ?, -9.4%, -15.2%, ?, 4.8%
46: COc1cc(OC)cc(C(=O)N2CCC3(C2)NC(=O)N(Cc2ccc(Cl)cc2)C3=O)c1 (configuration not stated)
→ ?, 15.8, ?, i, 7.9%, -28.3%, -12.9%
47: O=C(Nc1ccc(F)cc1)c1ccc2cc[nH]c2n1
→ ?, 5.5, ?, 1.9%[88.5 µM], /, -34.3%[87.6 µM], ?
48: CN(C)C[C@@H]1CN(Cc2ccccn2)C[C@H]1NC(=O)c1c[nH]c2ccccc12
→ -23.6%, 16.3, -5.2%, i, -1.7%, 13.1%, 4.5%
49: Cc1nc2ccccc2n1Cc1cn([C@@H]2CN[C@H](C(=O)O)C2)nn1
→ -8.2%, -0.7, -20.6%, -28.1%, -5.5%, ?, -0.9%
50: O=Cc1ccc(N2CCN(C(=O)N3CCOCC3)CC2=O)cc1
→ i, 25.9, -2.3%, 3.9%, /, -10.1%, -5.3%
51: CCn1nccc1C(=O)N1CCCn2ccnc2C1c1ccccc1 (configuration not stated)
→ 1.9%, 0.1, -18.0%, -0.7%, -1.1%, -4.7%, 0.5%
52: COc1ccc(N2Cc3c(NC4CC4)ncnc3N(C)CC2=O)cc1
→ -12.9%, -0.2, -19.2%, i, 4.9%, 1.2%, 12.9%
53: COc1ccc(-c2c(C(=O)Nc3cccc(Cl)c3)nc3sccn23)cc1
→ 63.1µM*, 11.9, ?, i, /, -6.1%[87.6 µM], -7.9%[87.6 µM]
54: CCN(c1ccccc1)S(=O)(=O)c1ccc(NC(=O)c2cc(=O)c3ccccc3o2)cc1
→ /, -2.1, /, /, /, 8.4%, 12.9%
55: CCN(CC)S(=O)(=O)c1ccc2c(c1)N(CC(=O)NCCCN1CCN(c3cc(C)ccc3C)CC1)C(=O)CO2
→ /, 22.3, /, /, /, -21.0%, -29.0%
56: CC(C)c1noc(-c2cn(C3CCN(C(=O)c4ccc(F)cc4Cl)C3)nn2)n1 (configuration not stated)
→ ?, 7.3, ?, i, 2.4%, -1.4%, -5.6%
57: CC(C)(C)c1ccc(S(=O)(=O)Nc2ccc(Cl)cc2C(=O)c2cc[n+]([O-])cc2)cc1
→ /, -5.9, /, i, /, /, -14.5%
58: CCOCCCn1c(SCC(=O)Nc2cccc(OC)c2)nc2ccccc2c1=O
→ /, 50.7, /, /, /, -12.3%, ?
59: O=C(NCCC1CCN(Cc2ccccc2)CC1)C1CNCCO1 (configuration not stated)
→ i, -9.1, -30.0%, 4.1%, -0.2%, 1.0%, -8.9%

# Looked up above:
# Luciferase inh with COc1cc(OC)cc(C(=O)N2CCC3(C2)NC(=O)N(Cc2ccc(Cl)cc2)C3=O)c1 (configuration not stated) : 7.9%
# HEK293 tox with Cc1nc2ccccc2n1Cc1cn([C@@H]2CN[C@H](C(=O)O)C2)nn1 : -8.2%
# Luciferase inh with CC(C)c1noc(-c2cn(C3CCN(C(=O)c4ccc(F)cc4Cl)C3)nn2)n1 (configuration not stated) : 2.4%
